High-throughput results as filed in PubChem BioAssay.
TRb-SRC2 inh: TRbeta-SRC2 interaction inhibition; P10828; TRbeta-SRC2 peptide binding, fluorescence polarization; receptor liganded with 1 µM T3; Potency, µM (top dose mostly 106 µM), inactives show at the top dose activity change, negative = inhibition, usual class: inhibitors; 280,000 compounds, 0.065% hits; AID 1469;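 note: plate controls were bound peptide for no effect and peptide without receptor for full effect; nearly all actives have a fitted effect of over 50% in size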
Target sequence (P10828 whole entry, looked up): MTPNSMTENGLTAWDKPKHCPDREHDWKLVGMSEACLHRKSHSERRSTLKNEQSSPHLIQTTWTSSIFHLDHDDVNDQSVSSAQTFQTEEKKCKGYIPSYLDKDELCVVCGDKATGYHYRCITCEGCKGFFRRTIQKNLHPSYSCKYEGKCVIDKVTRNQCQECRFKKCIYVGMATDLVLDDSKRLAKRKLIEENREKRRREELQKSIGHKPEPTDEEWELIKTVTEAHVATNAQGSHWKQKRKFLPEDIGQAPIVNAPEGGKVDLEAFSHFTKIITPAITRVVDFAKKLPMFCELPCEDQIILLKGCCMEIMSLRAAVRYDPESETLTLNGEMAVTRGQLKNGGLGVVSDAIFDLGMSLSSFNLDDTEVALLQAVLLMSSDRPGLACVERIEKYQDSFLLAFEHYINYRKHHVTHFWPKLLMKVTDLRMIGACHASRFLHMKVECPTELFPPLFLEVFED
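Human TRb LBD (0.6 uM) plus Texas Red-labeled SRC2 peptide (20 nM), 1uM T3, 5% DMSO, 5 hr at ambient temperature. Decreased polarization (555/632 nm) flags inhibition; data normalized to free and bound peptide controls.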
Tau fibril ThT: tau fibrillization inhibition (ThT binding); recombinant tau K18 P301L (four-repeat tau fragment), heparin-induced fibrillization, ThT fluorescence; Potency, µM (titrated, usually from 57.4 µM), for inactives: top-dose activity, negative = inhibition, actives largely listed as inhibitors; 270,000 compounds, 2.1% hits; AID 1460; note: nearly all actives have a fitted effect of over 55% in size
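Heparin-induced (20 uM) aggregation of recombinant human K18 P301L tau, 15 uM unlabeled with 0.24 uM labeled, pH 7 acetate buffer, 6 hr at 37 C with compound. Fibrils quantified by 30 uM ThT fluorescence after 1 hr ambient incubation.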
L3MBTL1 block: L3MBTL1 (human) inhibition; Q9Y468; AlphaScreen L3MBTL1–H3K9me1 peptide binding; Potency, µM (highest dose often 57.1 µM), without a hit: at the top dose activity, negative = inhibition, usual class: inhibitors; 230,000 compounds, 0.66% hits; AID 485360; note: nearly all actives have a fitted effect of over 60% in size
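AlphaScreen assay: L3MBTL1 (50 nM final) was preincubated 30 min at room temperature with biotinylated H3(1-15)K9me1 peptide (75 nM final), then 30 min with library compounds; streptavidin donor and nickel chelate acceptor beads (10 ug/mL final) added, 30 min dark.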
RECQ1 inh: inhibitors of human RECQ1 DNA helicase; P46063; RECQ1 DNA unwinding, red fluorescence kinetic read; Potency, µM (series often up to 57.3 µM), for inactives: at the highest dose activity, negative = inhibition, most hits filed as inhibitors; 240,000 compounds, 0.54% hits; AID 2549;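 note: plate controls were vehicle for no effect and no enzyme for full effect; nearly all actives have a fitted effect of over 30% in size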
Target sequence (P46063 whole entry, looked up): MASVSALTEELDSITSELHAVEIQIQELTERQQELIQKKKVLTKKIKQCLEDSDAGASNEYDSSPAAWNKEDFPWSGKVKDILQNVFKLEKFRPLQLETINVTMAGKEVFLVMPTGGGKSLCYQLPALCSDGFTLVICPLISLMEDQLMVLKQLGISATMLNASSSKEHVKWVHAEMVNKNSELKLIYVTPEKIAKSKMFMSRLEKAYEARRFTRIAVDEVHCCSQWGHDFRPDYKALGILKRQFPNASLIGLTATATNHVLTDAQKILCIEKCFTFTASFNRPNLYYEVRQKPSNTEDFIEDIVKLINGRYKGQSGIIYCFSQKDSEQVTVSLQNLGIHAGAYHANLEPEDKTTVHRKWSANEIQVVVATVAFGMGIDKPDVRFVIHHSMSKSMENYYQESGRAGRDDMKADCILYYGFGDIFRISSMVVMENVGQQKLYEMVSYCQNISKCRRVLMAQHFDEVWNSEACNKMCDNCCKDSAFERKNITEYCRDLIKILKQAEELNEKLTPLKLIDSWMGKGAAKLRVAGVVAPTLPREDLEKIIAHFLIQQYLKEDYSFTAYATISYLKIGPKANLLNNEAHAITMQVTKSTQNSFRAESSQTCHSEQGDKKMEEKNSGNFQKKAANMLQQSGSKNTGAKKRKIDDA
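RECQ1T1 50 nM; forked duplex (20 bp + 30-nt ss tails) 200 nM, ATP 2 mM final; pH 8.0, 2 mM MgCl2, 2.5 ug/ml poly(dI-dC); 15 min compound preincubation; discontinuous kinetic read over 2 h at RT.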
JMJD2E inh: inhibitors of human JMJD2E histone demethylase; B2RXH2; JMJD2E catalytic domain, FDH-coupled NADH fluorescence (FDH is formaldehyde dehydrogenase); Potency, µM (titrated, usually from 57.1 µM), for the others: at the top dose activity change, negative = inhibition, usual class: inhibitors; 230,000 compounds, 1.6% hits; AID 2147; active = well fitted inhibition curve with a large enough effect, not every such curve was filed as active; inconclusive = small, poorly fitted or top-dose-only effect, or another doubt; inactive = no such curve, though single readings can be large or run the other way;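 note: 0% = wells with enzyme and -100% = buffer wells without enzyme; nearly all actives have a fitted effect of over 50% in size; many of its hits are not listed in these tables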
TR SRC2 fluor cs: Texas Red fluorescence interference in TRb-SRC2 counter-screen | TRb/SRC2 Texas Red total fluorescence interference | Potency, µM (highest dose often 106 µM), without a hit: top-dose fluorescence change, negative = quenching | 280,000 compounds, 0.29% hits; active = well fitted curve in either direction with a large enough effect; inconclusive = small, poorly fitted or top-dose-only effect
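Flags fluorescent or light-absorbing compounds by total fluorescence, S + 2P, at 555 nm excitation and 632 nm emission. Mixture: 20 nM Texas Red SRC2 peptide, 0.6 uM human TRb LBD, 1 uM T3, 5% DMSO; compound exposure 5 h at ambient temperature.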
Tau FP inhib: inhibitors of human tau fibril formation; P10636; K18 P301L tau heparin fibrillization, Alexa594 FP, 6 h; 280,000 compounds, 0.39% hits; AID 1468; Potency, µM (doses to about 57.7 µM), for inactives: at the highest dose activity, negative = inhibition, actives largely listed as inhibitors; note: nearly all actives have a fitted effect of over 55% in size
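Compound effects on tau fibrillization are measured by Alexa 594 fluorescence polarization (ex 555, em 632 nm). K18 P301L tau is used at 15 uM with 0.24 uM labeled tracer, and 20 uM heparin induces aggregation over 6 hr at 37 C.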
GoLoco inh red: blocks human Gai1 binding to RGS12 GoLoco peptide, red readout; P63096; 230,000 compounds, 0.44% hits; AID 880; Gai1:RGS12 GoLoco peptide FP, rhodamine, 10 min; Potency, µM (top dose mostly 61.6 µM), for the others: top-dose activity, negative = inhibition, actives largely listed as inhibitors; active = well fitted inhibition curve with a large enough effect, not every such curve was filed as active; inactive = no such curve, though single readings can be large or run the other way; note: nearly all actives have a fitted effect of over 30% in size; many of its hits are not listed in these tables
Starred values were filed as active, the others as inactive; i = inactive; ? = inconclusive; . = no result given; [ ] = dose if it differs, or a comment. Unless noted, calls come from the whole dose curve; as a rule, active = well fitted curve in the direction sought with a large enough effect; inconclusive = small, poorly fitted or top-dose-only effect, or another doubt; inactive = no such curve, though single readings can be large; an effect the other way counts as inactive or inconclusive. Unless noted, % is set by controls: 0 for no effect and ±100 for the full control effect; potency is the fitted concentration of half-maximal effect. Only part of the results is shown. The share of hits here may be higher or lower than overall.

SMILES | TRb-SRC2 inh | Tau fibril ThT | L3MBTL1 block | RECQ1 inh | JMJD2E inh | TR SRC2 fluor cs | Tau FP inhib | GoLoco inh red
CC(CCc1ccccc1)NC(=O)CN1CCN(Cc2ccc(Cl)cc2)C1=O (stereo unspecified) | 1% | -11% | . | -5% | 3% | -1% | 7% | -1%
CC1(C)CC(CCC(=O)Nc2ccc(S(N)(=O)=O)cc2)C(=O)O1 (stereo unspecified) | 7% | 4% | 6% | -7% | 10% | 4% | 6% | 4%
COc1ccc(C(=O)NNC2CC(=O)N(Cc3ccccc3)C2=O)cc1OC (stereo unspecified) | 0% | -4% | 12% | -14% | 3% | 0% | 3% | -4%
COc1ccc(OCc2ccc(-c3nc(C#N)c(NC(C)c4ccccc4)o3)o2)cc1 (stereo unspecified) | -3% | 0% | . | . | . | 3% | -4% | .
CCCSc1cc(Cl)nc(N)n1 | -6% | 4% | -3% | -1% | -1% | -4% | 3% | 5%
COc1nccnc1NS(=O)(=O)c1ccc(NC(=S)NC(=O)c2cccnc2)cc1 | 4% | . | . | i | 2% | -3% | -1% | -7%
NC(=O)c1ccc(-n2nnnc2Oc2ccccc2)cc1 | 1% | 7% | . | -5% | 5% | -2% | 7% | -6%
CC(C)C12CN3CC(C(C)C)(CN(C1)C3c1ccc(Cl)cc1)C2=O (stereo unspecified) | -2% | -4% | . | . | . | 8% | -9% | .
O=C(COc1ccccc1[N+](=O)[O-])N1CCC(Cc2ccccc2)CC1 | -6% | -3% | . | -1% | -3% | 1% | 1% | -5%
Cc1ccc(N2C(=O)CSC23C(=O)Nc2ccccc23)cc1F (stereo unspecified) | -5% | -8% | . | . | . | -1% | -4% | .
COc1cc(CO)cc(Br)c1OCC(=O)N1CCCCC1 | -3% | 3% | 2% | -2% | 0% | -3% | -2% | -5%
O=C(Oc1ccc(NC2=NS(=O)(=O)c3ccccc32)cc1)c1cccnc1 | 3% | -2% | -14% | -12% | ? | -2% | -13% | 5%
Cn1cc(C(=O)NCc2ccccc2)c(=O)c2cc(S(=O)(=O)N3CCOCC3)ccc21 | -3% | 8% | . | . | . | 0% | -9% | .
O=C(NCc1ccc(Cl)cc1)c1cnn2ccccc12 | -4% | -16% | . | -10% | ? | -2% | 3% | -7%
COc1cc(NC(=O)C2CCN(S(=O)(=O)c3ccc4c(c3)CCCC(=O)N4)CC2)cc(OC)c1 | -1% | 2% | . | . | . | -15% | -6% | .
Cn1c(CNC2CCCCC2)nc2ccccc21 | 9% | -1% | -4% | i | -9% | -2% | 2% | 8%
O=C(Cc1cccc2ccccc12)Nc1nnc(-c2cccc([N+](=O)[O-])c2)s1 | 3% | -12% | 1% | -16% | -6% | -1% | 4% | -1%
CC(C)NC(=O)N(Cc1ccc(Cl)cc1)Cc1cccs1 | 5% | -7% | 6% | i | -16% | -2% | 3% | 5%
CC(=O)N1CCC(=NNc2ncc(C(F)(F)F)cc2Cl)CC1 | 3% | ? | . | 0% | -2% | -3% | -4% | 3%
CN1C(C(=O)Nc2ccc(F)cc2F)=CC(c2ccc3c(c2)OCO3)=NS1(=O)=O | -1% | 10% | . | . | . | 2% | -6% | .
COc1ccc(CCNC(=O)Cn2c(=O)n(CC3CCCO3)c(=O)c3ccccc32)cc1OC (stereo unspecified) | -4% | 5% | 13% | 9% | 5% | -2% | 1% | 0%
CCOC(=O)c1cc(C)n(CC2CCC(C(=O)Nc3cccc(Cl)c3)CC2)c1C (stereo unspecified) | 0% | -3% | . | . | . | -4% | -11% | .
COC(=O)c1cccc(C(=O)Nc2ccc(C)cc2)n1 | 1% | -12% | 5% | 16% | 1% | 1% | -4% | 7%
COc1cc2c(cc1NC(=O)c1cc(-c3cccnc3)nc3ccc(C)cc13)oc1ccccc12 | 5% | -12% | 1% | -3% | -1% | 0% | 4% | 6%
CC(C)(C)c1ccc(-c2nnc(N)s2)cc1 | 2% | -20% | 6% | -16% | ? | -3% | -1% | 1%
CCCSc1ncc(Cl)c(C(=O)Nc2nc3ccc(C)cc3s2)n1 | 3% | -9% | . | . | . | 8% | -10% | .
COc1ccccc1-c1cnnc(N/N=C/c2ccc(-c3cccc(Br)c3)o2)n1 | 6% | 3.5µM* | 3%[11.4 µM] | -5% | 2% | -2% | 0% | 0%
Cn1cc(S(=O)(=O)N2CCCCCC2)cc1C(=O)NCc1ccc(Cl)cc1 | -4% | 4% | . | . | . | ? | 2% | .
CC(=O)n1cc(/C=N/NC(=O)c2sc(C)nc2C)c2ccccc21 | -5% | ? | -2% | -1% | ? | -1% | -8% | 3%
COc1cccc(NC(=O)c2nc3ncccn3n2)c1 | -20% | 6% | . | i | -3% | 1% | 8% | 9%

2 records picked at random from those above:
SMILES | TRb-SRC2 inh | Tau fibril ThT | L3MBTL1 block | RECQ1 inh | JMJD2E inh | TR SRC2 fluor cs | Tau FP inhib | GoLoco inh red
CCOC(=O)c1cc(C)n(CC2CCC(C(=O)Nc3cccc(Cl)c3)CC2)c1C (stereo unspecified) | 0% | -3% | . | . | . | -4% | -11% | .
COc1ccccc1-c1cnnc(N/N=C/c2ccc(-c3cccc(Br)c3)o2)n1 | 6% | 3.5µM* | 3%[11.4 µM] | -5% | 2% | -2% | 0% | 0%

(continued)
SMILES | TRb-SRC2 inh | Tau fibril ThT | L3MBTL1 block | RECQ1 inh | JMJD2E inh | TR SRC2 fluor cs | Tau FP inhib | GoLoco inh red
CC(C)C[C@H](NC(=O)OC(C)(C)C)c1nnc(SCc2ccccc2)o1 | 1% | -18% | . | -14% | -11% | -3% | 4% | -2%
CC(C)(C)NCc1cc(Cl)ccc1OCc1ccccc1F | -4% | 4% | 4% | i | -5% | -7% | 4% | -1%
O=C(CN1C(=O)C2CCCCC2C1=O)Nc1ccc(S(=O)(=O)Nc2ncccn2)cc1 (stereo unspecified) | -5% | 17% | -11% | -3% | -3% | -6% | -4% | 1%
CC1=C(C(=O)OCC2CCCO2)C(c2ccsc2)C2=C(CC(C)(C)CC2=O)N1 (stereo unspecified) | -2% | -3% | . | -5% | ? | -1% | 7% | 6%
O=c1ccc2cc(S(=O)(=O)N3CCOCC3)ccc2o1 | -7% | -4% | -3% | 1% | 0% | -1% | 4% | -1%
CCOC(=O)c1noc2ncn(CC(=O)Nc3cc(Cl)ccc3OC)c(=O)c12 | -10% | -1% | . | . | . | -1% | -1% | .
CC(C)(C)c1ccc(C(=O)NCCN2CCCC2)cc1 | -7% | 2% | 5% | i | 6% | -7% | 2% | 8%
CC(=O)Nc1ccc(NC(=O)COc2ccc(Br)cc2C)cc1 | -1% | -11% | -4% | -6% | -12% | -1% | -3% | 15%
COc1ccccc1NC(=O)Nc1nnc(-c2ccco2)s1 | 11% | -11% | -1% | 0% | ? | -4% | ? | 9%
CSc1ccc(CN2CCN(C(=O)c3ccncc3)CC2)cc1 | -4% | -1% | 3% | i | 6% | 0% | 1% | 10%
Cc1ccccc1NC(=O)N1CCCC(c2nc(-c3ccc(F)cc3)no2)C1 (stereo unspecified) | 3% | -16% | -1% | i | 1% | 2% | 0% | 9%
COc1ccc(NS(=O)(=O)c2csc(C(=O)Nc3ccccc3)c2)cc1 | 2%[53 µM] | -1% | ? | i | -2% | 0%[53 µM] | ? | 1%
CCCc1nn(C)c2c1C(c1cccnc1)C(C#N)=C(N)O2 (stereo unspecified) | -9% | -3% | -11% | -5% | -7% | -2% | -2% | 7%
O=C(O)c1ccc(S(=O)(=O)N2CCC(c3nc(-c4ccccc4Cl)no3)CC2)cc1 | 2% | 9% | -2% | -1% | 3% | -5% | -4% | 6%
O=C1CN(C(=O)/C=C/c2ccc(Cl)cc2Cl)CCN1 | -7% | -18% | . | -8% | 10% | 2% | -5% | -7%
CCC(=O)Nc1cc2c(cc1C(=O)c1ccccc1)OCCO2 | ? | -5% | -6% | -17% | 13% | 28µM*[fluorescent] | -8% | 99%[activator]
COc1ccc(NC(=O)c2oc3ccccc3c2NC(=O)c2cc(=O)c3ccccc3o2)cc1 | 9% | -4% | . | . | . | 3% | -10% | .
COc1ccc(C2CCCN2C(=S)Nc2cccc(Cl)c2C)cc1OC (stereo unspecified) | 2% | -6% | . | 26% | 4% | -3% | 4% | -3%
NC(=S)N/N=C/c1ccc(-c2ccc([N+](=O)[O-])cc2)o1 | -11% | 7.9µM* | -8% | i | -25% | -5% | ? | -9%
CCC(c1nnnn1C(C)(C)C)N(CCOC)Cc1cc2cccc(C)c2n2nnnc12 (stereo unspecified) | -4% | -7% | 6% | -13% | 2% | -2% | -6% | 6%
CCOC(=O)C1=C(CN2CCc3ccccc32)NC(=O)NC1c1cccc([N+](=O)[O-])c1 (stereo unspecified) | 2% | ? | . | -14% | 0% | -3% | 2% | -1%
Cc1ccc(NC(=O)CSc2nnc(C(F)(F)F)n2C)cc1[N+](=O)[O-] | 0% | -10% | 4% | 0% | 7% | 5% | 11% | -3%
Cc1ccccc1Nc1c(-c2cccnc2)nc2ccccn12 | -10% | . | . | -4% | ? | -1% | 1%[0.0958 µM] | 3%
Cc1cccc(N/C=C/C(=O)c2cccs2)c1C | 0% | ? | 8% | -9% | -6% | 2% | -1% | 3%
Cc1cccc(-c2cc(C(=O)Nc3sc(C)c(C)c3C(N)=O)c3ccccc3n2)c1 | -10% | ? | 6% | -16% | 0% | 1% | -16% | 16%
O=C(O)c1ccc(N=Nc2c(O)[nH]c3ccccc23)cc1 | -10% | 16µM* | 43%[activator] | -7% | -9% | -6% | 5% | 3%
CCn1c(C)c(P(=O)(N2CCOCC2)N2CCOCC2)c2ccccc21 | 6% | 10% | 4% | -5% | -3% | -4% | 7% | 8%
COc1ccc(/C=N/NC(=O)c2ccc(NC(=O)c3ccccc3Br)cc2)cc1 | 6% | 3% | -16% | 5% | -2% | 3% | 5% | 29%
CC(C)(C)NC(=O)c1oc2ccccc2c1NC(=O)c1ccc(F)cc1 | 4% | 2% | . | . | . | 1% | -19% | .
O=C(NCCc1nc2ccccc2[nH]1)/C(=C/c1ccc2c(c1)OCO2)NC(=O)c1ccccc1Cl | -1% | 16% | 3% | -15% | 0% | -4% | ? | -1%
